Compound activity deposited in PubChem by National Center for Advancing Translational Sciences (NCATS).
RXFP1 agonist: activates the human relaxin receptor RXFP1 | 370,000 tested, 0.3% active | HEK293T-RXFP1 cAMP TR-FRET, 30 min; response scale: percent of porcine relaxin response, buffer zero | Potency, µM (series often up to 57.5 µM), for inactives: at the highest dose activation, actives largely listed as activators | AID 2676; also: % is scaled to controls: 0 for no effect and ±100 for the full control effect; nearly all actives have a fitted effect of over 60% in size; many of its hits are not listed in these tables
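HEK293T cells stably expressing RXFP1 were pretreated with the PDE4 inhibitor Ro 20174, exposed to compounds for 30 min at 37C, lysed, and cAMP was read by TR-FRET. Data normalized to buffer (basal) and 29 nM porcine relaxin (100%).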
RGS4 inhibitor: human RGS4 inhibition. 390,000 tested, 0.039% active. Transcreener GDP fluorescence polarization, RGS4-accelerated GTP hydrolysis. Potency, µM (series often up to 114 µM), for inactives: at the highest dose activity change, negative = inhibition, most hits filed as inhibitors. P49798; also: % is scaled to controls: 0 for no effect and ±100 for the full control effect; nearly all actives have a fitted effect of over 75% in size; some results filed as inactive show a strong effect at the top dose
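MLSMR compounds (23 nl, pin-transferred) preincubated 10 min at room temperature with a 500nM (2x) first reagent, then RGS4 at 900nM (2x) plus Transcreener GDP mix added; fluorescence polarization (620/688 nm) read before and after 90 min at 30 °C.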
USP1-UAF1 inh: inhibitors of human USP1/UAF1 deubiquitinase; recombinant USP1/UAF1, Ub-Rhodamine cleavage fluorescence; O94782; 390,000 tested, 0.23% active; Potency, µM (top dose mostly 57.1 µM), without a hit: at the top dose activity change, negative = inhibition, usual class: inhibitors; also: % is scaled to controls: 0 for no effect and ±100 for the full control effect; nearly all actives have a fitted effect of over 60% in size; inactives centre near -12
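USP1/UAF1 complex (1 nM) preincubated 15 min at room temperature with compound, then Ub-Rho substrate (150 nM final) added. Kinetic fluorescence at 480/540 nm over 6 reads at 60 s intervals; 50 mM HEPES pH 7.8, 0.5 mM EDTA, 0.1 mg/ml BSA, 1 mM TCEP, 0.01% Tween-20.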
ALOX12 inh: blocks human arachidonate 12S-lipoxygenase. AID 1671190. 580,000 tested, 1.1% active. P18054. Potency, µM (series often up to 108 µM), for the others: at the highest dose activity change, negative = inhibition, usual class: inhibitors. purified 12hLO, xylenol orange hydroperoxide absorbance; also: % is scaled to controls: 0 for no effect and ±100 for the full control effect
Target sequence (P18054 whole entry, looked up): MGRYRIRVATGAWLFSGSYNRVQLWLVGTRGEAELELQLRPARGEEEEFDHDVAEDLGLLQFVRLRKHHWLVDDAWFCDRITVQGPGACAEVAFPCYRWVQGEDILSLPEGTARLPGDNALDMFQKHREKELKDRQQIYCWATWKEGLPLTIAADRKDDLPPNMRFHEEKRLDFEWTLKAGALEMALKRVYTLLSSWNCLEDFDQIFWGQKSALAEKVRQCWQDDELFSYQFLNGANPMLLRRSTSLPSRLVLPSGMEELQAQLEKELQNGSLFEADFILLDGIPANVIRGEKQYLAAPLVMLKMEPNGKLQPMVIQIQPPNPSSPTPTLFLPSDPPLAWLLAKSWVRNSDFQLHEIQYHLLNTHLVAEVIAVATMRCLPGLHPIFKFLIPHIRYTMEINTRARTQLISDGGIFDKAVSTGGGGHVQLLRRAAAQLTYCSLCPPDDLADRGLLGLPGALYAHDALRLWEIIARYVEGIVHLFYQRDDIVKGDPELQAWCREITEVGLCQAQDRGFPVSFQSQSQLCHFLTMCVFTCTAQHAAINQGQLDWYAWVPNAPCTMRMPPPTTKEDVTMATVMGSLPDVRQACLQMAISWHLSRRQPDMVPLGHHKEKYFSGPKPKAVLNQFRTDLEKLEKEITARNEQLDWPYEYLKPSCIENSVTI
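Purified human 12hLO (150 nM final) in 25 mM Hepes, 0.01% Triton X-100, pH 7.0 was preincubated 15 min at room temperature with compound. Then 40 uM arachidonic acid was added, 30 min. Hydroperoxide was read by Fe-XO absorbance ratio 573/405 nm.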
IDH1 R132H inh: inhibitors of human mutant IDH1 R132H; IDH1-R132H enzyme, NADPH consumption, diaphorase/resazurin fluorescence; 390,000 tested, 0.093% active; Potency, µM (series often up to 76.6 µM), inactives show at the top dose activity change, negative = inhibition, most hits filed as inhibitors; O75874; also: % is scaled to controls: 0 for no effect and ±100 for the full control effect; nearly all actives have a fitted effect of over 65% in size
Target sequence (O75874 whole entry R132H, stated change not applied): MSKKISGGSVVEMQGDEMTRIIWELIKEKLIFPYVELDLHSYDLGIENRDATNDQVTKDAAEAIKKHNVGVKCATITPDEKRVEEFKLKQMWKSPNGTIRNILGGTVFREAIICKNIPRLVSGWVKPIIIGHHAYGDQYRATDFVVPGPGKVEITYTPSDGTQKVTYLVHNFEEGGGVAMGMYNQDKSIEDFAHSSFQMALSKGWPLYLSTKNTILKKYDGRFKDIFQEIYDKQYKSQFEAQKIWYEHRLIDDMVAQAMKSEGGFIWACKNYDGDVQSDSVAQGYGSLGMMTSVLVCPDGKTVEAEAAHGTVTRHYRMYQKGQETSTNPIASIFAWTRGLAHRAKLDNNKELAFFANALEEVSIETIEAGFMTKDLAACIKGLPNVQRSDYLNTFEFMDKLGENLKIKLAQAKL
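IDH1-R132H (0.5 ug/mL) preincubated 30 min with compound, then NADPH (0.016 mM) and alpha-KG (2 mM) added; 80 min at RT, pH 7.5. Remaining NADPH coupled via diaphorase/resazurin to fluorescence (540/590 nm); concentration-response curves normalized to no-enzyme control.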
Vif-A3F inh: blocks the Vif interaction with APOBEC3F | HeLa A3F-eYFP + Vif (tagged APOBEC3F with the HIV-1 protein that degrades it), YFP fluorescence increase | Potency, µM (doses to about 46.1 µM), inactives show at the top dose activity, negative = active | 390,000 tested, 0.2% active | AID 602313; also: % of control where 0% means no effect; nearly all actives have a fitted effect of over 65% in size
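HeLa cells stably expressing A3F-eYFP plus Vif, plated and incubated overnight at 37 deg C, then exposed to compounds overnight at 37 deg C. Blocked degradation read as raised yellow fluorescence (Ex 488/Em 500-530).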
Vif-APOBEC3G blk: blocks the Vif interaction with human APOBEC3G; Q9HC16; HeLa A3G-eYFP + Vif (tagged APOBEC3G with the HIV-1 protein that degrades it), YFP fluorescence, overnight; Potency, µM (top dose mostly 46.1 µM), without a hit: top-dose activity, negative = active, actives largely listed as inhibitors; 410,000 tested, 0.076% active; AID 602310;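 also: % is scaled to controls: 0 for no effect and ±100 for the full control effect; nearly all actives have a fitted effect of over 60% in size; hits raise eYFP signal because A3G escapes Vif-driven loss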
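Read-out is eYFP fluorescence (Ex 488/Em 500-530) from Vif-expressing HeLa A3G-eYFP cells; more signal means A3G escaped Vif-mediated degradation. Cells plated overnight, compound pinned in, incubated overnight at 37 deg C.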
TrxR1 inh: inhibitors of rat thioredoxin reductase 1 | recombinant rTrxR1, NADPH fluorescence consumption, selenite substrate | 390,000 tested, 1% active | AID 588453 | Potency, µM (titrated, usually from 114 µM), for inactives: top-dose activity change, negative = inhibition, most hits filed as inhibitors; also: % is scaled to controls: 0 for no effect and ±100 for the full control effect; nearly all actives have a fitted effect of over 65% in size
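Rat TrxR1 (90 nM in the dispensed reagent) was pre-reduced with 400 uM NADPH for 5 min at room temperature, then incubated with compound for 15 min. After 400 uM selenite was added, NADPH fluorescence (Ex 340/Em 450 nm) was followed for 8 min.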
TrxR1 substrate: rat thioredoxin reductase 1 substrate activity | purified TrxR1 substrate turnover, NADPH consumption readout | Potency, µM (top dose mostly 114 µM), without a hit: top-dose activity change, negative = substrate turnover | 390,000 tested, 0.01% active | O89049; also: % is scaled to controls: 0 for no effect and ±100 for the full control effect; nearly all actives have a fitted effect of over 50% in size
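Rat TrxR1, dispensed at 90 nM, was prereduced with 400 uM NADPH (final) for 5 min at ~22 deg C, then incubated with compound 15 min before 400 uM selenite. A first-read NADPH fluorescence drop versus no-compound background flagged substrates.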
* hit, by the source's call; ? = inconclusive; / = not tested or not shown; & = joins results of further samples; [ ] = dose if it differs, or a comment. Calls follow the shape of the dose curve; as a rule, active = well fitted curve in the direction sought with a large enough effect; inconclusive = small, poorly fitted or top-dose-only effect, or another doubt; inactive = no such curve, though single readings can be large; an effect the other way counts as inactive or inconclusive. Potency is read from the fitted curve at half-maximal effect. This is a subset; rates above refer to the full screens.

SMILES | RXFP1 agonist | RGS4 inhibitor | USP1-UAF1 inh | ALOX12 inh | IDH1 R132H inh | Vif-A3F inh | Vif-APOBEC3G blk | TrxR1 inh | TrxR1 substrate
CN1CCc2c(OCC(=O)N3N=C(c4cccs4)CC3c3ccc(F)cc3)cccc2C1=O (configuration not stated) | 3.0% | -10% | -10% | -27% | 0% | -3% | -9% | 14µM* | 11%
O=C1C(=O)N(C/C=C/c2ccccc2)c2ccccc21 | 0.0% | -5% | -5% | ? | 6% | 0% | -25% | -1%[2.29 µM] | -4%
Clc1ccc(Cc2nc(-c3ccncc3)no2)cc1 | -0.4% | 1% | -11% | -13% | 11% | 0% | -1% | 30% | 3%
CC(=O)C1=C(O)C(=O)N(c2ccc(S(N)(=O)=O)cc2)C1c1ccccc1F (configuration not stated) | 6.6% | 47% | 4% | ? | -1% | 0% | -3% | -9%[57.1 µM] | 8%[57.1 µM]
CCCCCCn1cc(C(=O)O)c(=O)c2cc(F)c(N3CCN(C(=O)OCC)CC3)cc21 | 6.4% | -6% | -24% | 45%[activator] | 10% | 1% | -1% | 6% | 11%
O=C(NCc1ccccc1)/C(=C/c1ccco1)NC(=O)c1ccco1 | -2.7% | -9% | 0% | -17% | 4% | -9% | 1% | 19%[57.1 µM] | -7%
Cc1ccc(S(=O)(=O)N2CCCOC2CNC(=O)C(=O)NCc2ccc3c(c2)OCO3)cc1 (configuration not stated) | -1.5% | 11% | -15% | -8% | 0% | -11% | -1% | 5% | -2%
O=[N+]([O-])c1ccc(OCCCCN2CCCCC2)cc1 | 1.5% | -21% | -8% | -23% | -1% | 3% | -3% | -21% | -17%
Cn1cnnc1Sc1nc2c(c(=O)n(C)c(=O)n2C)n1C | / | 9% | -14% | / | 0% | 0% | -7% | 10% | 2%
Cc1cccc(N(CC(=O)NC2CC3CCC2C3)S(=O)(=O)c2ccccc2)c1 (configuration not stated) | -1.7% | 2% | -22% | 484%[activator] | 2% | 3% | -2% | 11% | -1%
CSc1nnc(C(C)(C)C)c(=O)n1/N=C/c1ccc(C(C)C)cc1 | 1.6% | 7% | -23% | -46% | 4% | 19% | 1% | 24% | 3%
COc1ccc(S(=O)(=O)N2CCOCC2)cc1C(=O)N1CCCC1 | 0.1% | -3% | -16% | 119%[activator] | 9% | 0% | 1% | 3% | -2%
O=C(c1cc(-c2ccco2)on1)N1CCN(c2ccccc2)CC1 | 2.5% | -29% | -2% | -16% | -6% | 3% | -9% | ? | 0%[57.1 µM]
CCN(c1cccc(C)c1)S(=O)(=O)c1cnc[nH]1 | 3.3% | 5% | -12% | -4% | 6% | -1% | 4% | 22% | 11%
C/C(COc1ccccc1)=N\NC(=O)c1nnn(-c2nonc2N)c1CSc1ccccc1 | 3.6% | -6% | -21% | -2% | 3% | 0% | -4% | 12% | -4%
O=C(NCCc1ccc(Cl)cc1)c1ccc2c(c1)N(Cc1c(F)cccc1Cl)C(=O)CS2 | 1.2% | -17% | -24% | 0% | 11% | -8% | -10% | 11% | -1%
O=C(NCC1CCCN1S(=O)(=O)c1cccs1)c1cccc(F)c1 (configuration not stated) | 0.9% | -24% | -7% | -18% | 9% | 4% | 1% | -2% | -5%[57.1 µM]
COc1ccc(/C=C/C(=O)OCC(=O)NC2CCCCC2C)c(OC)c1 (configuration not stated) | 1.3% | -17% | -10% | -9% | 2% | 1% | -1% | 1% | 6%
COc1ccc(C)cc1NC(=O)C(=O)NCCc1sc(-c2cccc(C)c2)nc1C | 2.2% | 1% | -24% | -17% | -3% | 3% | 1% | 40%[activator][57.1 µM] | 9%[57.1 µM]
COC(=O)c1cc(CNC(=O)c2sccc2-c2ccccc2)ccc1OC | -1.0% | 14% | -8% | -3% | -2% | -2% | -1% | 11% | 5%
O=C(CSc1nc2c([nH]c3ccccc32)c(=O)n1-c1ccc(F)cc1)NCC1CCCO1 (configuration not stated) | 1.2% | -4% | -6% | -17% | -5% | 0% | -4% | 11%[57.1 µM] | 5%[57.1 µM]
CCCNC(=O)c1ccc(OC)cc1OC | -0.5% | -7% | -3% | 0% | 0% | 0% | -1% | -21%[57.1 µM] | -3%[57.1 µM]
CC(C)CSc1nc2ccccc2n1CC(=O)O | -2.3% | -18% | 10% | ? | 2% | -4% | 2% | -5%[57.1 µM] | 4%[57.1 µM]
COc1ccc(-n2c(C)cc(SC)c(C(C)=O)c2=S)cc1 | -1.3% | -11% | -6% | -28% | 2% | 5% | 0% | 14%[57.1 µM] | 2%[57.1 µM]
COc1ccc(C(CCNCc2ccccc2)c2ccc(F)cc2)cc1 (configuration not stated) | 0.0% | 18% | -1% | -17% | 3% | -31% | 1% | -22% | -14%
Cc1ccc(-c2c(C)sc(NC(=O)C3C4CCC(O4)C3C(=O)O)c2C(=O)OC(C)C)cc1 (configuration not stated) | 6.3% | -11% | -11% | 0% | 4% | 1% | 2% | 8%[57.1 µM] | 4%
O=[N+]([O-])c1ccc(-c2c(-c3ccccc3)ncc3cc(F)ccc23)cc1 | 0.3% | 5% | -13% | -26% | -1% | -5% | -5% | 14% | 3%
CSCCC(NS(=O)(=O)c1ccccc1)C(=O)Nc1nccs1 (configuration not stated) | 1.4% | -2% | 5% | ? | 5% | -16% | -4% | -17% | -7%
O=C(c1ccncc1)N(Cc1ccco1)Cc1cc2ccccc2[nH]c1=O | 0.1% | 3% | -20% | ? | 0% | -6% | -4% | -15% | 3%
CC(=O)N1c2c(cc(Br)cc2S(=O)(=O)NCc2ccccc2Cl)CC1C (configuration not stated) | 0.9% | -22% | ? | -23% | -1% | -1% | 4% | 25% | 6%[2.29 µM]
Nc1cc(=O)nc(SCc2ccccc2)n1Cc1ccco1 | 0.9% | -19% | -20% | ? | 7% | -1% | -3% | 3%[57.1 µM] | -10%[57.1 µM]
O=C(N/N=C/c1cnc(N2CCCCC2)s1)c1ccc(C(F)(F)F)cc1 | -1.8% | -16% | -11% | 15% | 11% | 0% | -3% | 8% | -6%[0.0914 µM]
O=C(Nc1cccc(Cl)c1)c1ccc(NCCCN2CCOCC2)c([N+](=O)[O-])c1 | 0.2% | 5% | -12% | ? | 10% | -14% | 1% | 14% | -1%
O=C([O-])c1ccccc1-[n+]1c(-c2ccccc2)cc(-c2ccccc2)cc1-c1ccccc1 | -0.6% | -4% | ? | -6% | -4% | 4% | 7% | 4%[57.1 µM] | -5%[57.1 µM]
COc1ccc(-c2nnc(NC(=O)C3CCCO3)s2)cc1 (configuration not stated) | -0.3% | -7% | -5% | 36%[activator] | 1% | 0% | 3% | ? | 24%
COc1ccc(C(=O)COC(=O)[C@@H](NS(=O)(=O)c2ccccc2)C(C)C)cc1 | / | 7% | 3% | ? | 4% | -22% | -4% | 13% | -4%
OCCC1CN(Cc2cccn2-c2ccccn2)CCN1Cc1ccccc1 (configuration not stated) | 1.5% | -3% | -23% | 17% | -11% | 1% | 0% | 14% | 2%
O=C(Cc1ccccc1[N+](=O)[O-])NCc1ccco1 | 5.0% | 12% | -12% | ? | -6% | 17% | 6% | 7%[57.1 µM] | 12%
CC(=O)O[C@H]1C(=O)[C@@]2(C)[C@H]([C@H](OC(=O)c3ccccc3)[C@]3(O)C[C@H](OC(=O)[C@H](O)[C@@H](NC(=O)c4ccccc4)c4ccccc4)C(C)=C1C3(C)C)[C@]1(OC(C)=O)CO[C@@H]1C[C@@H]2O | 0.3% | 9% | 11% | -5% | -1% | -2% | -38%&-14% | 14%&23% | 1%&4%
COc1ccc(/C=N\NC(=O)C2COc3ccccc3O2)cc1O (configuration not stated) | -0.4% | 24%[11.4 µM] | -6% | 5% | -3% | 2% | ? | 20% | 2%
COc1ccc(CN2C3CCCC2CC(NC(=O)Nc2cccc(C)c2)C3)cc1 (configuration not stated) | 0.0% | 57%[activator] | -3% | -1% | -5% | 4% | 2% | -5%[57.1 µM] | 2%[57.1 µM]
OCC[C@H]1C[C@@H](O)[C@H](O)[C@@]2(CCCO2)O1 | / | 30% | -1% | 17% | 20% | -7% | -3% | 7% | -2%

Sorted by length of the SMILES (ascending): some entries from above.
SMILES | RXFP1 agonist | RGS4 inhibitor | USP1-UAF1 inh | ALOX12 inh | IDH1 R132H inh | Vif-A3F inh | Vif-APOBEC3G blk | TrxR1 inh | TrxR1 substrate
CC(C)CSc1nc2ccccc2n1CC(=O)O | -2.3% | -18% | 10% | ? | 2% | -4% | 2% | -5%[57.1 µM] | 4%[57.1 µM]
COc1ccc(-c2nnc(NC(=O)C3CCCO3)s2)cc1 (configuration not stated) | -0.3% | -7% | -5% | 36%[activator] | 1% | 0% | 3% | ? | 24%
COc1ccc(CN2C3CCCC2CC(NC(=O)Nc2cccc(C)c2)C3)cc1 (configuration not stated) | 0.0% | 57%[activator] | -3% | -1% | -5% | 4% | 2% | -5%[57.1 µM] | 2%[57.1 µM]
